PG9 Ab binder: small molecules binding HIV-1 gp120 antibody PG9; AID 624416; TR-FRET gp120-PG9 antibody binding; 360,000 tested, 0.43% active; inhibition, % at 6.7 µM; in the data active = inhibition above about 8.5%
HTRA1 inh: blocks human HTRA1 serine peptidase. inhibition, % at 5.96 µM. 340,000 tested, 0.5% active. recombinant HTRA1, FP-rhodamine activity-based probe, fluorescence polarization. AID 504803; in the data active = inhibition above about 36%;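 note: 0% = enzyme with DMSO and 100% = wells lacking enzyme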
LEDGF integ inh: blocks HIV-1 LEDGF/p75-dependent DNA integration; TR-FRET IN-LEDGF/p75 DNA integration, Eu/Cy5; inhibition, % at 3.7 µM; 370,000 tested, 0.64% active; AID 743269;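 active = inhibition above the screen-wide mean plus 3 SD, cut at about 13% in these data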;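 note: signal is the Cy5 over europium emission ratio at 671 and 618 nm; 0% = plate median of compound wells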
rCAG RNA binder: binds r(CAG) RNA repeats. inhibition, % at 3 µM. r(CAG) RNA repeat, TO-PRO-1 dye displacement fluorescence. 370,000 tested, 1.3% active;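 active = inhibition above the plate cutoff, the mean of all test compounds on that plate plus 3 SD, cut at about 35% in these data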;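 note: 0% = DMSO alone and 100% = 100 µM mitoxantrone as full dye displacement; higher means more dye released from RNA so lower well fluorescence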
SIAE inh: human SIAE inhibition, primary screen | AID 1053197 | SIAE FP-Rh probe binding, fluorescence polarization | 370,000 tested, 0.69% active | Q9HAT2 | inhibition, % at 9.66 µM;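 active = inhibition above a cutoff: mean of compounds within the control limits plus 3 SD of those, cut at about 17% in these data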;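 note: 0% = plate median of compound wells and 100% = probe without SIAE protein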
Target sequence (Q9HAT2 whole entry, looked up): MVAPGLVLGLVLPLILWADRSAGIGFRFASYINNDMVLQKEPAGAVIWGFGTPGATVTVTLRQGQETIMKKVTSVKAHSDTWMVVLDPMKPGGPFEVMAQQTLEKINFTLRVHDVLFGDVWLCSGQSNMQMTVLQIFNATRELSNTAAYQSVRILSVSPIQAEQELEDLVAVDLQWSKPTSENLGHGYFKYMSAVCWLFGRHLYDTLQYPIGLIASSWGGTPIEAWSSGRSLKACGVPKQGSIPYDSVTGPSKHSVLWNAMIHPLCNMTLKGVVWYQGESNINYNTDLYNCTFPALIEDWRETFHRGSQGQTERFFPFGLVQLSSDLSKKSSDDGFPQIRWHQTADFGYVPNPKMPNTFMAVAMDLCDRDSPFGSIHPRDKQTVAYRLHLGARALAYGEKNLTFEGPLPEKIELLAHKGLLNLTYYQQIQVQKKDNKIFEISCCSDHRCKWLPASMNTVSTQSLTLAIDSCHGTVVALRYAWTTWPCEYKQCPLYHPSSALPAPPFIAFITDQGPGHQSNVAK
ABHD4 inh: inhibitors of mouse ABHD4; Q8VD66; purified mABHD4, FP-Rh probe fluorescence polarization; inhibition, % at 8.92 µM; 370,000 tested, 0.54% active;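 active = inhibition exceeding the mean over every tested compound plus 3 SD, cut at about 30% in these data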;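 note: 0% = plate median of compound wells and 100% = S159A mutant with DMSO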
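Assay system: Wild-type mouse ABHD4 protein | Medium: HEPES pH 7.0 buffer, 150 mM NaCl, 0.01% Pluronic F-127 | Incubation: Enzyme–compound pre-incubation 45 min, then probe 60 min, both 25 °C | Technique: Fluorescence polarization with parallel and perpendicular emission, 525/598 nm | Evaluation: % inhibition of FP-Rh probe binding versus controls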
TDP2 absorb: TDP2 (human) inhibition, absorbance primary screen; O95551; recombinant TDP2, T5PNP hydrolysis, p-nitrophenol absorbance 415 nm; inhibition, % at 12.8 µM; 370,000 tested, 0.34% active; AID 720702;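 active = inhibition above the mean of all tested compounds plus 3 SD, set per campaign, cut at about 25% in these data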;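 note: 0% = DMSO with enzyme and 100% = buffer with substrate but no TDP2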
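Assay system: Recombinant human TDP2 | Quantity: 120 nM TDP2 per well | Incubation: 2 h at 37 °C | Signal: Epi absorbance | Evaluation: Percent inhibition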
Rev-erbA mod: Rev-erb alpha (human) modulation. 370,000 tested, 0.79% active. activity, % at 10 µM. Rev-erbα–FITC-DNA binding, fluorescence polarization, 90 min. P20393;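 active = activity above about 14%, limit read from the data; passing the limit was not always enough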;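 note: 0% = DMSO wells with 35 nM protein and 100% = DMSO wells with 750 nM protein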
TCR CD3 inh: inhibitors of human TCR-CD3 interaction | TAMRA-labeled TCR probe fluorescence, biochemical | inhibition, % at 9.4 µM | 360,000 tested, 0.37% active; in the data active = inhibition above about 19%;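 note: recombinant mutant TCR 2C K166C tagged with TAMRA read by polarization; 0% = receptor in buffer alone and 100% = receptor with positive control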
PRMT1 FP inh: inhibitors of human PRMT1. inhibition, % at 2.79 µM. recombinant PRMT1, activity-based probe fluorescence polarization. 370,000 tested, 1.3% active. AID 652257;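 active = inhibition above about 21% made by adding two undisclosed values, limit read from the data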
Target sequence (Q99873 whole entry, looked up): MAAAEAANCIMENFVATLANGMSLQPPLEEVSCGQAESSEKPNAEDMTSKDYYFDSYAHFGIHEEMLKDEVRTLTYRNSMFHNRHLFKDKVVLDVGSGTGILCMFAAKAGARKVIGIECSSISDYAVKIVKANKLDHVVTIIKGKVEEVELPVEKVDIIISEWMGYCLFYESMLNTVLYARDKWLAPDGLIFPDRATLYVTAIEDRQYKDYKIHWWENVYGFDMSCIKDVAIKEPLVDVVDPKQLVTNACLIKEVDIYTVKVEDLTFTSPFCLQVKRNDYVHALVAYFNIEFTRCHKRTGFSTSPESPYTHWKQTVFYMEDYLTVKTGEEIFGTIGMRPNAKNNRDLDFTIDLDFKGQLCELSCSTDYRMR
Active calls of the source: *; . = not tested or not shown.

SMILES	PG9 Ab binder	HTRA1 inh	LEDGF integ inh	rCAG RNA binder	SIAE inh	ABHD4 inh	TDP2 absorb	Rev-erbA mod	TCR CD3 inh	PRMT1 FP inh
Cc1ccc(CNC(=O)c2cnccn2)cc1	-1.0	-2	-1	-4	12	1	-6	2	-1	3
O=[N+]([O-])c1ccccc1S(=O)(=O)Nc1ccc(S(=O)(=O)N2CCOCC2)cc1	-1.6	0	-3	5	-2	8	-3	3	-1	3
Cc1c(C(=O)NNC(=O)Nc2ccc([N+](=O)[O-])cc2)oc2ccccc12	-1.8	-12	1	21	-38	-57	-2	2	0	-8
CCOC(=O)C1C2C=CC3(CN(c4cccc(Cl)c4)C(=O)C13)O2 (configuration not stated)	0.3	-3	2	2	-2	4	1	1	4	0
O=S(Cc1ccccc1)CC(O)(c1ccccc1)c1ccccc1 (configuration not stated)	-0.2	-2	2	-7	-2	3	2	0	-2	-2
Cc1ccc(C2(COC(=O)C(C)C)CO2)c(OC(=O)C(C)C)c1 (configuration not stated)	-2.1	-8	-4	1	0	2	0	2	6	-1
CCOC(=O)CNC(=O)C1COc2ccccc2O1 (configuration not stated)	-0.4	1	7	2	3	1	5	3	-1	-5
COc1cccc(N2CCN(C(=O)c3ccc(OC)c(S(=O)(=O)NC4CC4)c3)CC2)c1	-2.9	0	-2	1	1	5	9	-1	3	-1
OCCC1CN(Cc2cnc(-c3ccccc3)s2)CCN1CCc1ccccc1 (configuration not stated)	-1.9	3	3	-9	1	-2	4	2	-6	-7
COc1cccc(/C=C2\Oc3ccc(O)cc3C2=O)c1O	-10	7	0	5	6	11	-12	-3	-11	-3
COc1ccc(OC)c(/C=N/NC(=O)CSc2cc(C)nc3c(OC)cccc23)c1	-0.8	.	-3	-1	-8	-4	4	-1	0	15
CCc1cccc(C)c1NC(=O)CCN1C(=O)NC(C)(C)C1=O	0.9	-2	2	1	2	1	4	9	1	-3
COc1ccc(C2CC(C(F)(F)F)n3nc(C(=O)O)cc3N2)cc1OC (configuration not stated)	-0.1	-5	0	5	0	2	10	-5	3	-1
O=C(Nc1ccc(N2CCOCC2)cc1Cl)C1CCN(C(=O)OCc2ccccc2)CC1	0.5	-5	1	-6	6	-1	9	0	3	-4
CCN(C(=O)CN1C(=O)NC2(CCCc3ccccc32)C1=O)c1ccc(F)cc1 (configuration not stated)	1.7	-4	-5	3	3	-4	4	-3	1	3
N#Cc1ccsc1NC(=O)CN1C(=O)NC2(CCCC2)C1=O	-1.2	9	3	11	3	12	8	-5	11	14
COc1ccc(NC(=O)N[C@@H](CCSC)C(=O)O)cc1Cl	-1.0	5	81*	2	4	1	2	-4	4	-1
CC(=O)c1cc(C#N)c(SCc2ccccc2)nc1C	-0.8	-9	1	2	4	-15	-9	1	2	2
CCS(=O)(=O)N1CCN(c2ccc([N+](=O)[O-])c(N3CCOCC3)c2)CC1	0.2	-1	-4	-2	12	-3	-12	3	2	0
Cc1ccc(C(=O)O/N=C(\N)c2cccc([N+](=O)[O-])c2)cc1	-1.2	-9	-3	-1	1	1	9	-3	2	-5
CCOC(=O)c1c(NC(=O)COc2ncnc3ccccc23)sc(C)c1CC	-3.6	-54	-1	4	11	-16	2	1	-7	-2
CN(CC(=O)Nc1ccccc1Cl)C(=O)COC(=O)CN1C(=O)NC2(CCCC2)C1=O	1.4	3	0	-5	1	-1	-8	-1	3	4
O=C(Nc1nccs1)c1ccc2c(c1)C(=O)N(Cc1cccnc1)C2=O	0.0	-3	-1	-1	-1	-2	-7	1	-5	1
CCCc1cc(=O)n2[nH]c(NCc3ccc(OC)cc3)nc2n1	-1.4	-1	-2	2	1	6	-11	-2	10	-3
Cc1ccc(C2CC(=O)Nc3cc4c(cc32)OCCO4)s1 (configuration not stated)	-0.7	4	-1	0	6	-1	-3	0	1	-2
Cc1nc2cccc(C)n2c(=O)c1Cl	-0.8	3	1	0	0	-3	-3	3	-12	-3
CCOC(=O)CC1(C)NC(C(=O)O)C(C)(C)S1 (configuration not stated)	1.0	2	-6	0	-1	4	-7	-4	-3	2
CC(OC(=O)C1CC1)C(=O)Nc1cc(Cl)cc(Cl)c1 (configuration not stated)	1.5	-5	-2	1	0	-10	-1	0	-4	2
Cn1c(O)c(N=NC(=S)Nc2ccccc2F)c2cc(S(=O)(=O)N3CCOCC3)ccc21	-1.5	10	-1	13	4	15	11	-2	-2	0
N#Cc1ccc(C23CC4(C2)[C@H](CN(CC2CCCCC2)[C@@H]4c2ccccc2)C3c2ccccc2)cc1 (some centres not stated)	1.0	-59	0	8	-6	7	-2	4	4	-3
O=C1NCC(=O)N2CCC[C@@H]12	1.0	0	-2	0	8	-1	-1	-4	1	1
Cn1nccc1/C=C(/C#N)S(=O)(=O)c1ccccc1	0.1	0	-1	2	10	-2	-6	-1	5	6
O=C(NCC(=O)N(c1cccnc1)C(C(=O)NC1CCCC1)c1ccccc1)c1ccco1 (configuration not stated)	-2.4	-1	1	-3	-11	0	10	-6	6	2
Cc1cc(N)ccc1-n1c(C)ccc1C	6.5	102*	2	9	54*	147*	12	1	152*	17
COc1ccc(CCNC(=O)C2c3ccccc3C(=O)N2CCC(C)C)cc1OC (configuration not stated)	-0.3	0	2	-6	3	-9	-4	2	1	7
C=CCN1C(=O)c2n[nH]c(C)c2C1c1ccc(C)cc1 (configuration not stated)	-0.4	.	-1	2	2	-7	-3	-2	2	-3
COc1ccccc1CNS(=O)(=O)c1ccc(S(=O)(=O)NC2CC2)cc1	-3.0	5	-3	-1	3	-11	-13	-2	-5	8
COc1ccc(/C=C/C(O)=C(\C#N)c2nnc(N3CCOCC3)n2-c2ccccc2)cc1OC	-1.2	8	-3	-3	16	6	7	-3	-5	-1
C/C(=N\NC(=O)C1CCCC1)c1ccc(NC(=O)C(F)(F)F)cc1	-2.4	.	3	1	-2	-4	0	2	8	-3
CN(C)CCCn1c(SCC(=O)N2c3ccccc3Sc3ccccc32)nc2ccccc2c1=O	-1.1	-8	-2	7	0	7	6	-1	10	6
O=C(NCc1ccccn1)c1ccc(Cl)s1	-2.6	5	2	-2	0	7	5	-1	-1	0
O=C(Cn1cc(COc2cc(F)cc(F)c2)nn1)c1ccc(O)cc1	-0.9	-2	2	4	-4	-11	-8	3	-5	-4
Cc1cccc(N(Cc2ccccc2)C(=O)CSC(C)C(=O)Nc2cc(C)on2)c1 (configuration not stated)	0.7	-26	-4	-9	-3	-6	5	8	2	1
CCOC(=O)c1ccc(NC(=O)CSc2nnc(SCc3cccc4ccccc34)s2)cc1	.	.	2	12	-13	-22	-16	6	.	-6
COc1ccc(C)cc1NC(=O)CC(O)(C(F)(F)F)C(F)(F)F	-1.2	-3	2	-4	5	-5	-7	6	0	-1

Random excerpt: 5 compounds from above
SMILES	PG9 Ab binder	HTRA1 inh	LEDGF integ inh	rCAG RNA binder	SIAE inh	ABHD4 inh	TDP2 absorb	Rev-erbA mod	TCR CD3 inh	PRMT1 FP inh
O=C(Cn1cc(COc2cc(F)cc(F)c2)nn1)c1ccc(O)cc1	-0.9	-2	2	4	-4	-11	-8	3	-5	-4
COc1ccc(CCNC(=O)C2c3ccccc3C(=O)N2CCC(C)C)cc1OC (configuration not stated)	-0.3	0	2	-6	3	-9	-4	2	1	7
C/C(=N\NC(=O)C1CCCC1)c1ccc(NC(=O)C(F)(F)F)cc1	-2.4	.	3	1	-2	-4	0	2	8	-3
C=CCN1C(=O)c2n[nH]c(C)c2C1c1ccc(C)cc1 (configuration not stated)	-0.4	.	-1	2	2	-7	-3	-2	2	-3
CCOC(=O)c1ccc(NC(=O)CSc2nnc(SCc3cccc4ccccc34)s2)cc1	.	.	2	12	-13	-22	-16	6	.	-6

More records follow.
SMILES	PG9 Ab binder	HTRA1 inh	LEDGF integ inh	rCAG RNA binder	SIAE inh	ABHD4 inh	TDP2 absorb	Rev-erbA mod	TCR CD3 inh	PRMT1 FP inh
Cc1ccc(OCCCCc2c(C)n[nH]c2C)cc1	-1.8	-3	10	-5	0	1	26*	-1	15	1
O=C(NCCSCc1c(F)cccc1Cl)c1ccco1	-0.2	-7	3	-7	3	-1	9	4	-2	-3
CCCNC(=O)Cn1nc(-c2ccccc2OC)ccc1=O	-0.7	6	-2	1	0	7	4	4	-1	2
CN(C)c1ccc(C(=O)OCC(=O)Nc2ccc(N3CCOCC3)cc2)cc1	0.0	-4	0	-3	7	0	-3	-3	-6	-1
COc1cccc(/C=N/NC(=O)c2ccc(OCc3cccc(Br)c3)cc2)c1	-1.7	-94	-3	5	-83	-51	3	6	14	0
Oc1ccc2ccc(Cl)cc2c1	2.7	-11	-2	5	5	-12	-3	-4	-3	2
CCOC(=O)CSc1nc2c(sc(=S)n2-c2ccccc2)c(=O)n1-c1ccc(OC)cc1OC	2.1	-31	-1	10	1	1	13	-1	7	1
CC(=O)OCC1OC(n2c3c(cc(C#N)c2=S)CCCC3)C(OC(C)=O)C(OC(C)=O)C1OC(C)=O (configuration not stated)	0.1	-5	-4	4	-2	2	-6	18	-4	0
CSCCC1NC(=O)N(CC(=O)N2CCc3ccccc3C2)C1=O (configuration not stated)	-1.2	-2	-2	2	0	6	8	-3	-7	2
Cc1ccccc1-c1csc(C(C)(O)c2ccccc2)n1 (configuration not stated)	-0.2	.	2	0	-1	-14	-4	-7	1	-3
O=C(c1ccc(S(=O)(=O)c2ccccc2Cl)c([N+](=O)[O-])c1)N1CCN(Cc2ccccc2)CC1	-0.1	-7	0	0	0	1	1	6	-7	1
CCn1c(SCC(=O)NCCc2ccccc2)nnc1-c1ccco1	0.8	2	-1	-1	6	3	3	8	6	2
OC(Cn1nnc2ccccc21)Cn1c(C(F)(F)F)nc2ccccc21 (configuration not stated)	0.4	2	-1	-2	8	-5	-5	-4	9	-1
Cc1ccc(C(=O)Oc2ccc(Br)cc2C(=S)N2CCOCC2)cc1	0.2	-6	0	-2	-1	-6	0	10	-1	3
O=c1cc(-c2ccccc2)oc2c1ccc1ccccc12	0.0	.	-1	12	-11	-3	-4	-3	1	1
CCOC(=O)c1c(NC(=O)Cn2nc(C(F)F)cc2C(F)F)sc(C)c1C	-1.2	-19	0	-2	-1	-20	-18	12	1	1
CCCc1c(NC(=O)Nc2ccc(F)cc2)cnn1-c1ccccc1	1.9	-7	-1	-4	-1	-4	-6	-7	1	3
COC(=O)Cc1c(O)ccn(Cc2cccc3ccccc23)c1=O	-1.9	6	0	3	4	-2	5	-4	8	-4
CC(C)CN(C(=O)c1ccco1)C1CCS(=O)(=O)C1 (configuration not stated)	1.6	-1	0	-5	0	1	4	2	-5	4
CN(C)c1ccnc(NCc2ccccc2)c1C#N	0.4	6	-2	-4	2	1	-1	0	-5	-1
CCCc1ncc(C(=O)c2ccc(OC)cc2)n1C	-4.5	-4	5	0	-4	-3	-21	1	-3	-2
CC(C(=O)N1CC2(C)CC1CC(C)(C)C2)N1C(=O)c2ccccc2C1=O (configuration not stated)	0.5	-4	-2	-4	10	2	-8	-3	4	-1
CC(=O)Nc1ccc(NC(=O)CSc2nnc(N)n2-c2ccccc2)cc1	0.1	3	-1	-3	-11	3	-8	-2	-3	4

Assay outcomes deposited in PubChem BioAssay by several laboratories.

Some of the compounds tested; count on the stated rates, not on these rows.
